High-throughput results: PubChem BioAssay, several laboratories
GLD-1 TGE inh – GLD-1-TGE RNA interaction inhibition (C. elegans) | AID 2280 | purified GLD-1 + fluorescein TGE RNA, fluorescence polarization | 0.44% of 320,000 active | Q17339 | inhibition, % at 5.96 µM;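 active = percent inhibition above a per-plate cutoff, the plate mean of test compounds plus 3 SD, cut at about 30% in these data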;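 note: 0% = DMSO wells with GLD-1 and probe and 100% = wells lacking GLD-1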
MCL1 BIM primary – MCL1-BIM-BH3 interaction inhibition (human); Q07820; GST-MCL1 / FITC-Bim-BH3 fluorescence polarization; inhibition, % at 10.9 µM; 0.68% of 320,000 active; AID 2057;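 active = inhibition above the mean inhibition of all tested compounds plus 3 SD, set per campaign, cut at about 40% in these data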;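 note: 0% = DMSO wells and 100% = unlabeled Bim-BH3 peptide control; higher means more loss of mP so more displacement of Bim peptide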
Target sequence (Q07820 whole entry, looked up): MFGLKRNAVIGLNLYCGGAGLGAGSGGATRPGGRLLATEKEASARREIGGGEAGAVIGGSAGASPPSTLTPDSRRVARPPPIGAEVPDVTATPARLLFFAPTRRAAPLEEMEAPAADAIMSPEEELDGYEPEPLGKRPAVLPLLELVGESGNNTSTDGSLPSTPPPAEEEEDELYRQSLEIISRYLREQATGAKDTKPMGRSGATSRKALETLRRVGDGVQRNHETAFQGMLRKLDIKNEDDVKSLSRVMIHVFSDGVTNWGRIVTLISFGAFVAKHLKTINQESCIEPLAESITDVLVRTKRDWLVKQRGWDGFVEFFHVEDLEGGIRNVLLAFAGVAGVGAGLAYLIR
Fam108B counter – blocks mouse Fam108B hydrolase in RBBP9 counter-screen | recombinant Fam108B, FP-Rh probe fluorescence polarization | inhibition, % at 9.51 µM | 0.33% of 300,000 active | AID 1947;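 active = inhibition above the screen mean inhibition plus 3 SD, computed separately per campaign, cut at about 18% in these data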;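 note: inhibitors lower polarization as less probe binds the enzyme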
pPAFAH FP inh – inhibitors of human plasma PAF acetylhydrolase (pPAFAH). Q13093. 1.5% of 330,000 active. inhibition, % at 3.39 µM. recombinant pPAFAH, FP-rhodamine probe fluorescence polarization. AID 463082;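 active = inhibition above the mean inhibition across the screen plus 3 SD, cut at about 25% in these data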;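 note: inhibitors block binding of the rhodamine activity-based probe so polarization drops; 0% = enzyme with DMSO and 100% = wells lacking pPAFAH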
PME-1 primary – PME-1 (human) inhibition; Q9Y570; recombinant PME-1, FP-Rh probe fluorescence polarization; inhibition, % at 5.9 µM; 0.53% of 320,000 active;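 active = inhibition above the campaign mean of all compounds plus 3 SD, cut at about 26% in these data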;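 note: competitive labeling of PME-1 active site by serine hydrolase directed probe; 0% = PME-1 with DMSO and 100% = wells lacking PME-1 enzyme; inhibitors block probe labeling so polarization falls and inhibition rises; many of its hits are not listed in these tables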
Target sequence (Q9Y570 whole entry, looked up): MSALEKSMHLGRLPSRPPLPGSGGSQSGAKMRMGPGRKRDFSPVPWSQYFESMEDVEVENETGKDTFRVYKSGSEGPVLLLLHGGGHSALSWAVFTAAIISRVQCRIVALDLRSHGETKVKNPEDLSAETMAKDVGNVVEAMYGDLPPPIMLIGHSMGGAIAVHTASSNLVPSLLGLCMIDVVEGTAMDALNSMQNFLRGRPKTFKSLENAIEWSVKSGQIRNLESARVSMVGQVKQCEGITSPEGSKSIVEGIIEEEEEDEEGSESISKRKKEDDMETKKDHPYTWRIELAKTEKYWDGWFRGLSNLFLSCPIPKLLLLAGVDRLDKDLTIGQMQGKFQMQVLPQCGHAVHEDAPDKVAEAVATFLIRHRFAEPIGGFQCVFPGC
PAFAH1B2 inh – inhibitors of human PAFAH1B2. P68402. 1.2% of 340,000 active. AID 492953. recombinant PAFAH1B2, FP-rhodamine activity probe, fluorescence polarization. inhibition, % at 3.39 µM;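 active = inhibition above the mean of all tested compounds plus 3 SD, cut at about 24% in these data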;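 note: 0% = enzyme with DMSO and 100% = wells lacking PAFAH1B2; many of its hits are not listed in these tables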
Bcl-xL primary – inhibitors of human Bcl-xL. Q07817. GST-Bcl-xL / FITC-Bim BH3 peptide fluorescence polarization. inhibition, % at 10.9 µM. 0.7% of 320,000 active. AID 2129;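 active = inhibition above the mean of all tested compounds plus 3 SD, cutoff set per campaign, cut at about 30% in these data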;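 note: 0% = DMSO wells and 100% = unlabeled Bim-BH3 peptide competitor; inhibitors lower millipolarization by displacing the labeled peptide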
Target sequence (Q07817 whole entry, looked up): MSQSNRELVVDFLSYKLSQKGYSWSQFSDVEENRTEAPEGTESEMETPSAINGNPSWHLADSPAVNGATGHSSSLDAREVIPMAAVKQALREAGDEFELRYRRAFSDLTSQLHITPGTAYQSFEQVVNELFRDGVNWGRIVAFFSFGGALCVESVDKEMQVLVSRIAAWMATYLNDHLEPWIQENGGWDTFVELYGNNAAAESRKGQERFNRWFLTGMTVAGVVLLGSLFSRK
AHR activator – activates the human aryl hydrocarbon receptor | AHR-responsive luciferase reporter cells, luminescence | activation, % at 5 µM | P35869 | 2.5% of 320,000 active; in the data active = activation above about 47%;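 note: 0% = vehicle wells and 100% = reference agonist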
MEX-5 binding – C. elegans MEX-5 TCR-2 RNA binding activity; Q9XUB2; MEX-5/FITC-TCR2 RNA binding, fluorescence polarization; stronger effect = lower value; activity score (negative = inhibition of binding), % at 10 µM; 0.38% of 300,000 active;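 active = inhibition past about -25% in most replicates, and total fluorescence under double the plate's negative control median, limit read from the data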;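 note: 0% = DMSO and -100% = 5 µM competing unlabeled TCR2 RNA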
* = called active by the depositor; . = not tested or not shown.

Sample of the layout, two compounds:
SMILES	GLD-1 TGE inh	MCL1 BIM primary	Fam108B counter	pPAFAH FP inh	PME-1 primary	PAFAH1B2 inh	Bcl-xL primary	AHR activator	MEX-5 binding
Cc1ccc(CN2CCN(CC(=O)NCc3ccc(Cl)cc3)C2=O)cc1	-1	0	-1	-6	5	3	0	4	-1.3
O=C(O)c1ccc(CSCc2ccco2)cc1	5	4	0	2	-2	15	3	2	-2.7

Main list, previewed entries included:
SMILES	GLD-1 TGE inh	MCL1 BIM primary	Fam108B counter	pPAFAH FP inh	PME-1 primary	PAFAH1B2 inh	Bcl-xL primary	AHR activator	MEX-5 binding
Cc1ccc(CN2CCN(CC(=O)NCc3ccc(Cl)cc3)C2=O)cc1	-1	0	-1	-6	5	3	0	4	-1.3
O=C(O)c1ccc(CSCc2ccco2)cc1	5	4	0	2	-2	15	3	2	-2.7
CN1CCN(c2ccccc2NC(=O)c2ccc(-c3ccc(Cl)cc3Cl)o2)CC1	8	-3	-3	-1	-4	3	0	-2	-3.0
CCOc1ccc(C(=O)NCC(=O)OCc2c(F)cccc2Cl)cc1	-1	-5	-5	6	4	-1	-1	3	1.4
O=C(CCC1CCCC1)Nc1ccc(Br)cn1	-4	8	-5	7	-3	5	5	5	0.4
CC1CCCC(NC(=O)COC(=O)CCC2CCCC2)C1C (stereo not given)	3	-8	-2	28*	2	2	0	0	-1.9
NS(=O)(=O)Oc1ccccc1	4	11	1	2	0	4	1	-1	0.8
Cc1ccc(CS(=O)(=O)Cc2ccc(C(=O)NC3CCCCCC3)o2)cc1	-4	0	-5	11	-6	5	3	1	-3.2
Cc1ccsc1C=Nc1c(C)n(C)n(-c2ccccc2)c1=O	-2	4	4	3	1	0	1	2	2.4
CCOc1ccccc1NC(=S)N1CCC(NC(=O)NC23CC4CC(CC(C4)C2)C3)CC1	-2	14	-3	10	-1	5	6	1	0.1
N#C/C(=C\c1cccnc1)C(=O)Nc1cccc2ccccc12	7	-6	-8	7	-4	8	2	24	0.6
O=S(=O)(NC1CCCCC1Nc1ccc(Cl)cc1)c1ccccc1 (stereo not given)	6	1	0	14	0	9	2	-4	-1.3
O=C1C2C3C=CC(CNS(=O)(=O)c4ccccc4[N+](=O)[O-])(O3)C2C(=O)N1c1ccccc1 (stereo not given)	8	3	2	0	-5	-1	9	-3	1.5
Cn1cnnc1Sc1nc2c(c(=O)n(C)c(=O)n2C)n1Cc1ccccc1Cl	-7	-3	2	1	-1	1	2	-1	0.4
COc1ccc(-c2csc3ncnc(N4CCN(Cc5ccccc5)CC4)c23)cc1	-2	7	4	3	3	-3	1	1	0.2
CN(C)c1cc(-c2cccc(C(F)(F)F)c2)oc(=O)c1Cl	7	4	0	-1	-1	1	4	12	.
N#Cc1nc(COc2cccc(Cl)c2)oc1NCCN1CCOCC1	0	4	2	4	-3	4	10	2	2.6
CN(CC(=O)Nc1ccc(F)cc1)C(=O)C1CCCC1	-2	-1	.	0	2	-4	-2	-1	.
CSc1sccc1/C=N/NC(=O)c1ccncc1	6	-7	0	1	-10	0	-3	27	-1.4
O=C(COc1cccc2ccccc12)NNC(=O)CSCCO	6	0	-5	0	-1	4	1	4	-0.9
CCC(C)Sc1ccc([C@H]2N[C@@](Cc3ccccc3)(C(=O)OC)[C@H]3C(=O)N(CC)C(=O)[C@@H]23)cc1 (stereo not given in full)	2	8	5	0	-1	7	7	-2	-0.7
COc1ccc(C(=O)NCc2nnc(SCC(=O)Nc3ccc4c(c3)OCO4)o2)cc1	-2	12	3	0	-6	12	7	2	0.2
CCCCCn1c(SCC2CCCO2)nc2cc(C(=O)N3CCC(C(N)=O)CC3)ccc2c1=O (stereo not given)	-1	-5	-4	42*	-1	3	3	-1	.
COc1ccc2cc(C=NS(=O)(=O)c3ccc(C)cc3)n(C)c2c1	-5	4	.	2	-2	4	-2	2	.
O=C1Nc2ccccc2/C1=C/C(=O)c1cccs1	8	13	0	5	-1	0	10	118*	1.2
Cc1ccc(C(=O)/C=C/N(C)C)cn1	-1	2	-2	-1	7	-8	0	-1	1.1
CCc1ccc(Nc2nc(N)nc(CSc3nc4ccccc4s3)n2)cc1	5	10	-10	-5	-29	5	5	19	.
O=C(COc1ccc2ccc(=O)oc2c1)NC1CCN(Cc2ccccc2)CC1	2	0	0	3	0	4	8	0	-0.6
CCOc1c(Cl)cc(CNCC(O)c2ccccc2)cc1OC (stereo not given)	2	9	3	2	3	-2	5	3	1.6
CC1(C)NC(=O)N(Cc2cc(=O)n3ccsc3n2)C1=O	0	13	2	-5	-4	5	15	-1	-4.8
Cc1ccc(N(CC(=O)NCc2ccccc2)C(=O)CCC(=O)Nc2ccccn2)c(C)c1	6	-4	3	7	0	5	0	7	-2.5
COc1cc(/C=C/C(=O)OCC(=O)Nc2cc(C)c(C)cc2[N+](=O)[O-])ccc1O	4	-2	-3	1	-3	-1	2	-1	0.5
O=[N+]([O-])c1ccccc1/C=N/Nc1nccnc1Cl	3	1	0	1	0	4	-3	45	-0.3
O=C(Cc1ccccc1)N1CCN(c2ccc([N+](=O)[O-])cc2)CC1	2	-3	3	5	-1	10	7	0	2.9
Cc1ccc(SCc2nc3ccccc3n2CC(=O)Nc2ccc(Cl)cc2)cc1	5	1	-7	-7	-4	3	4	0	1.0
O=C(OCC(=O)N1CCN(Cc2ccccc2)CC1)c1cc(Cl)ccc1[N+](=O)[O-]	7	7	.	2	2	2	0	0	.
CN(C)S(=O)(=O)c1ccc(Cl)c(NC(=O)COC(=O)/C=C/c2ccc(S(=O)(=O)N3CCOCC3)cc2)c1	4	-17	-11	-1	0	-1	-1	7	-0.7
CC1CCCCC12NC(=O)N(CC(=O)Nc1ccc3[nH]c(=O)[nH]c3c1)C2=O (stereo not given)	12	-3	-2	-3	-2	-1	8	1	-1.6
Cc1ccc(NC(=O)COC(=O)C2=NN(c3ccccc3)C(=O)CC2)c(Br)c1	1	0	.	24	-1	-2	-2	3	.
COCCNc1c([N+](=O)[O-])c(=O)n(-c2ccccc2)c2ccccc12	0	13	0	6	-1	3	2	0	-2.2
NC(=S)Cc1nc(-c2ccccc2)cs1	-16	4	-1	6	2	-1	12	29	2.7
CCn1c(C)nc2cc(C(=O)NNS(=O)(=O)c3cc(Br)ccc3Br)ccc21	3	-1	-1	3	-2	4	-1	15	-1.1
CCOc1ncccc1C(=O)OCc1nnc(-c2ccccc2)o1	5	9	0	6	-4	1	5	3	.
Cc1cc(Cn2nc(-c3ccccc3)cc2C(=O)NCC2CC2)on1	-6	-5	0	0	-3	-1	7	10	1.5
COc1ccc(C(=O)Nc2ccc(Nc3ccccc3)cc2)cc1Br	0	11	3	11	6	6	8	-7	0.9
COc1ccc(SC[C@H](Cc2ccccc2)N2CC[C@@H](C(C)(C)C)CCC2=O)cc1	0	10	.	0	-6	5	1	0	.
COc1ccccc1NS(=O)(=O)NC(=O)c1c(C)[nH]c2ccccc12	-2	5	3	3	2	2	7	5	-1.1
COc1ccc(C=NNc2ccc([N+](=O)[O-])cc2S(=O)(=O)Nc2ccccc2C(=O)O)cc1OC	-2	.	.	33*	.	1	.	0	.
COc1ccc(Nc2nc3cc(C)ccc3cc2C#N)c(OC)c1	-4	-1	5	-5	-6	-2	8	9	-9.0
CN(C)c1ccc(C(=O)N=c2sccn2C)cc1[N+](=O)[O-]	10	3	-1	4	-5	3	0	-5	0.7
C/[N+]([O-])=C1\Cc2ccccc2C1=O	1	-1	4	2	-1	-1	5	12	2.4
Cc1ccc(/C=N/NC(=O)c2cccc(S(=O)(=O)Nc3ccccc3Cl)c2)o1	-2	5	1	10	5	2	11	10	1.8
COc1ccccc1-c1nnc(SC)n1C	7	0	2	3	-5	2	-5	-2	-1.5
O=C1c2cccc3cccc(c23)C(=O)N1CC1CCN(S(=O)(=O)c2ccc(F)cc2)CC1	1	-1	-4	3	4	-5	3	-5	-0.3
NC(=O)c1ccccc1NS(=O)(=O)c1ccc(S(=O)(=O)N2CCCC2)cc1	4	3	.	-5	-2	15	4	1	.
COc1cccc(NC(=O)CN2C(=O)CSc3nc(C)cc(C)c32)c1	4	-5	-3	2	-5	3	3	3	2.4
O=C(c1ccco1)N1CCN(C(c2ccc(Cl)cc2)c2nnnn2CC2CCCO2)CC1 (stereo not given)	6	7	1	2	-7	4	2	1	-1.8
Cc1ccc(N2CC(C(=O)Nc3ccccc3C(=O)NC3CCCCC3)CC2=O)cc1 (stereo not given)	1	-3	3	4	1	1	-1	-3	-1.0
Cc1cccn2c(=O)c(C=O)c(N3CCSCC3)nc12	0	3	-4	0	1	2	7	-2	-2.6
O=C(NC(=S)N1CCN(Cc2ccccc2)CC1)c1ccccc1	2	3	5	1	-1	3	-3	3	0.8

Later entries:
SMILES	GLD-1 TGE inh	MCL1 BIM primary	Fam108B counter	pPAFAH FP inh	PME-1 primary	PAFAH1B2 inh	Bcl-xL primary	AHR activator	MEX-5 binding
O=C(NCCN1CCOCC1)c1ccc(CS(=O)c2ccccc2Cl)o1 (stereo not given)	0	3	3	0	1	1	3	0	-4.1
Cc1ccc(C2=NN(Cc3nnc(-c4ccccc4)o3)C(=O)SC2)cc1	-1	8	2	10	4	0	1	38	3.3
Fc1cccc(-c2cc3nc(-c4ccccc4)cc(N4CCC5(CC4)OCCO5)n3n2)c1	4	9	-14	-1	-18	-2	1	8	-0.3
CC1=CC(=NOC(=O)/C=C/c2ccccc2)C=C(C)C1=O	1	2	-9	8	-8	-2	4	3	-1.6
Cc1c(NC(=O)C(C)N2CC(C)OC(C)C2)c(=O)n(-c2ccccc2)n1C (stereo not given)	-2	9	2	4	-3	9	7	-1	-1.2
C=CCn1c(=NC(=O)c2ccc(S(=O)(=O)N3CCc4ccccc4C3)cc2)sc2cc(S(N)(=O)=O)ccc21	1	4	-30	-11	-32	-11	3	2	-1.6
Cc1cccc(-c2noc(CN(C)C(=O)COc3ccccc3)n2)c1	0	-7	-6	13	5	-3	-1	1	-0.7
COC(=O)[C@H](CCSC)NC(=O)Cn1ccc(NC(=O)OCc2ccccc2)nc1=O	0	6	.	0	-4	2	0	0	.
Cc1ccc(C(=O)NC2CC(C)(C)NC(C)(C)C2)cc1S(=O)(=O)N1CCCCC1	0	7	-2	-3	4	-1	4	-1	0.1
COCCCC1CCN(C(=O)C2CCC(=O)N(CCc3ccccc3)C2)CC1 (stereo not given)	-10	-1	-5	1	0	1	6	6	-2.2
COc1ccccc1NC(=O)C(=N\O)/C(C)=N/O	-2	3	8	2	9	1	2	89*	2.5
O=c1[nH]c2ccccc2n2c(-c3ccccc3)nnc12	15	57*	5	9	-4	-4	43*	4	0.4
CCOC(=O)c1cccc(NC(=O)c2cccnc2)c1	9	7	-3	2	-1	3	2	8	2.2
COc1cc(C(=O)Nc2cc(C)nn2-c2ccccc2)cc(OC)c1OC	2	-1	0	1	6	-2	0	1	1.8
CCOc1ccccc1NC(=O)c1cccc(NC2=NC3CS(=O)(=O)CC3S2)c1 (stereo not given)	2	5	1	-4	1	1	0	6	-3.5
CN1CC(=O)Nc2ccc(Br)cc2C1=O	1	1	2	1	4	3	-3	2	-0.3
Cc1cc(C)cc(NC(=S)NCCCO)c1	-1	8	2	-10	0	1	3	2	1.9
CC(=O)c1cccc(NC(=O)c2ccccc2N(Cc2ccccc2)S(C)(=O)=O)c1	5	-2	-2	1	5	6	0	-1	0.0
CCN(CC)CCNC(=O)c1ccc(CS(=O)(=O)c2ccccc2C)o1	0	-2	-2	4	1	0	4	0	0.4

These rows are one share of the data; count on the stated rates, not on these rows.
